SKN-1 block: blocks SKN-1 activity in C. elegans | C. elegans VP596 Pgst-4::GFP/RFP ratio, acrylamide-induced, 24 h | inhibition, % at 21.8 µM | 360,000 compounds, 0.49% hits | AID 624304;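 active means interference check ratio from 0.5 to 1.5 plus GFP to RFP signal ratio inhibition reaching or exceeding a fixed threshold, cut at about 30% in these data, passing the limit was not always enough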; further: some compounds called inactive have numbers as strong as hits
MT1-MMP act inh: blocks activation of human MT1-MMP; P50281; HT1080 RFP-PRO-GFP cells, GFP/RFP ratio fluorescence, overnight; percent of plate control window, DMSO zero; GFP/RFP ratio change, % at 20 µM; 360,000 compounds, 0.061% hits;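 active means GFP/RFP ratio change of at least 30% with cell ATP level not reduced by more than half and red fluorescence within 50% of control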; further: strong numbers were not always called active
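Test system: HT1080 cells expressing an RFP-PRO-GFP fluorescent reporter construct / Compound dosing: single-point 20 µM compound, 1% DMSO / Schedule: cells overnight before dosing, compound overnight, 37 °C, 5% CO2 / Evaluation: GFP/RFP fluorescence ratio / Control set: DMSO and RFP-L50D-GFP cell wells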
CendR NRP1 mod: modulators of CendR peptide binding to human neuropilin-1; inhibition, % at 25 µM; O14786; FAM-RPARPAR peptide binding to NRP-1, fluorescence polarization; 360,000 compounds, 0.85% hits;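 active means inhibition or corrected inhibition above about 18%, plus a signal ratio from 0.5 to 1.5, limit read from the data, passing the limit was not always enough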; further: strong numbers were not always called active
FAS-TE inh: inhibitors of human fatty acid synthase thioesterase domain; recombinant FAS-TE, OMFH fluorogenic substrate, fluorescence endpoint; 360,000 compounds, 0.67% hits; inhibition, % at 15 µM; P49327;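 active means compounds whose normalised, plate-corrected inhibition of enzyme fluorescence in the single-dose primary screen is 50% or more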;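 further: 0% = DMSO with enzyme and 100% = substrate without enzyme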
E coli Lon inh: inhibits E. coli Lon protease; P0A9M0; purified E. coli Lon protease, fluorescence polarization; inhibition, % at 7.94 µM; 360,000 compounds, 0.42% hits; AID 602123; in the data active means inhibition above about 13%, passing the limit was not always enough;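 further: 0% = enzyme with probe and DMSO and 100% = no enzyme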
Neddylation inh: inhibitors of human cullin neddylation; 360,000 compounds, 0.58% hits; TR-FRET cullin neddylation, biochemical; P61081+Q13564; calls only at 25 µM; in the data active means inhibition above about 36%
MLLE-PAM2 inh: blocks PAM2 peptide binding to the PABP1 MLLE domain; P11940; GST-MLLE / FITC-PAM2 fluorescence polarization; inhibition, % at 20 µM; 360,000 compounds, 0.36% hits; in the data active means inhibition above about 35%, passing the limit was not always enough;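 further: plate controls were DMSO wells with GST-MLLE for no effect and wells lacking GST-MLLE protein for full effect; some results filed as inactive read as strong as hits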
bovine MsrA act: activates bovine MsrA enzyme | purified bovine MsrA, absorbance read-out | activation, % at 10.6 µM | 360,000 compounds, 0.3% hits; in the data active means activation above about 7.5%;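 further: 0% = vehicle and 100% = reference activator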
Rin1 Abl inh: inhibitors of human Rin1-Abl protein interaction | 360,000 compounds, 0.4% hits | P00519+Q13671 | TR-FRET Rin1/Abl binding, biochemical | inhibition, % at 7.35 µM; in the data active means inhibition above about 5%, passing the limit was not always enough
Starred values were filed as active, the others as inactive; i = inactive; nt = no result given.

SMILES	SKN-1 block	MT1-MMP act inh	CendR NRP1 mod	FAS-TE inh	E coli Lon inh	Neddylation inh	MLLE-PAM2 inh	bovine MsrA act	Rin1 Abl inh
CCCCC1C2C(=O)N(c3ccccc3)C(=O)C2ON1c1ccccc1 (configuration not stated)	0	5	3	2	9	i	-4	-3	-1
CCCN1CCN(CCCNC(=S)Nc2ccc(OC)cc2)CC1	14	1	-7	-7	-2	i	6	-3	-2
COc1cc(C2NC(=O)NC(C)=C2C(=O)OCC2CCCCC2)cc(Cl)c1O (configuration not stated)	-7	2	3	23	-7	i	-14	-11	1
O=c1cc(-c2ccccc2)nc(/C=C/c2ccccc2)[nH]1	-16	3	-2	-2	1	i	-9	-4	0
CC(C)Oc1ccc(C(=O)Nc2ccccc2N2CCOCC2)cc1	-4	5	3	1	-3	i	3	-10	3
O=C(COC(=O)c1ccc(OC(F)F)cc1)NCCC1=CCCCC1	-9	3	1	9	-10	i	-11	-2	-2
c1ccc(Cc2c(-c3ccco3)nc3c4ccccc4ccn23)cc1	10	-8	-30	20	-8	nt	-11	-7	5
Cc1cccn2c(=O)c(C(=O)NC3CCCCC3)c(O)nc12	9	-1	-2	1	-7	i	-2	0	-2
COc1cc2nnn(-c3ccncc3)c2cc1OC	1	-1	-13	-3	1	i	4	-1	0
O=C(NCC(c1ccco1)N1CCN(c2ccccc2F)CC1)OCc1ccccc1 (configuration not stated)	-11	0	-13	5	5	i	-1	-6	1
O=C(COC(=O)CCc1ccccc1)NC1CCS(=O)(=O)C1 (configuration not stated)	24	-3	-2	-6	-2	i	5	-2	0
C#CCNC(=O)/C=C/c1ccc(C)cc1	-1	5	12	-8	1	i	-7	-5	3
COCCn1cc(C(=S)N2CCCCC2)c2ccccc21	15	-2	0	-2	-1	i	-14	-8	1
N/C(=N\OC(=O)c1ccoc1)c1ccc(Br)cc1	63*	2	7	2	-15	i	3	-1	-2
N#Cc1ncc(C(F)(F)F)cc1Oc1cccnc1	7	2	-3	-8	0	i	1	-8	8
O=C(c1ccc(Cl)c(NC2=NC3CS(=O)(=O)CC3S2)c1)N1CCN(c2ccc(F)cc2)CC1 (configuration not stated)	-14	-3	4	-5	5	i	-94	-7	0
CC(C)c1ccc2c(c1)C1(NN=C(c3ccccc3)S1)C(=O)N2 (configuration not stated)	8	-23	11	12	-5	i	28	-1	-2
CCN(CC(=O)NCCc1ccccc1)S(=O)(=O)c1ccccc1	9	0	4	-1	1	i	8	0	4
COc1cc(C(=O)NC(=S)N(CCC#N)Cc2cccnc2)cc(OC)c1OC	9	2	0	-5	7	i	-49	-1	1
CCCCn1c(N)c(N(CC(C)C)C(=O)C2CCN(C(=O)c3ccc(Cl)cc3)CC2)c(=O)[nH]c1=O	1	-5	8	-4	4	i	-25	-2	-6
Cc1nc(=O)c(-c2ccccc2)c(C)n1-c1ccccc1C(=O)O	5	-4	14	-12	-15	i	-14	-6	2
O=C(CSc1nc2[nH]c(=O)[nH]c(=O)c2s1)Nc1cccc(F)c1	-13	1	2	-4	-12	i	20	-4	-2
Cc1[nH]c(-c2ccc(F)cc2)cc1C(=O)N1CCN(c2ccccc2)CC1	4	-3	-6	13	4	i	-6	-1	4
COCC(C)n1c(C)cc(C(=O)COC(=O)CCc2nc3ccccc3c(=O)[nH]2)c1C (configuration not stated)	-5	5	7	0	16	i	3	-9	-2
Cc1c(NS(=O)(=O)c2cc(C(=O)N(C)Cc3ccccc3)ccc2Cl)c(=O)n(-c2ccccc2)n1C	5	0	-16	1	-1	i	20	-5	5
CC(=O)c1ccc(CCCCc2ccc(C(C)=O)cc2)cc1	8	3	15	14	-15	i	9	-2	1
C/C(CC(=O)NCc1ccc(Cl)cc1)=N\NC(=O)COc1ccc(C)cc1Br	1	-7	2	18	-1	i	12	-11	1
Cc1ccc(C(C)C)c(OCCn2c(=O)oc3ccccc32)c1	-11	-5	1	24	-6	i	11	2	-2
Clc1cccc(-c2nc3ccc(Br)cn3c2Cc2ccsc2)c1	36*	-2	-32	-1	-7	i	-6	-1	2
CC(C)N(C(=O)NC(=O)NCC1CCCO1)S(C)(=O)=O (configuration not stated)	-2	2	0	-4	-8	i	3	-2	2
O=C1CCCN1CCC12CC3CC(CC(C3)C1)C2	13	2	-17	-3	0	i	-9	-2	-4
COc1ccc(C(=O)NCC(c2ccco2)N2CCc3ccccc32)c(OC)c1 (configuration not stated)	-15	-4	-3	21	-8	i	8	6	0
CCS(=O)(=O)N1CCC(C(=O)NCc2ccccn2)CC1	10	-1	-2	-6	0	i	7	1	1
CCCCCN(C(=O)CCC(=O)OCCOc1cccc(Cl)c1)c1c(N)n(CCCC)c(=O)[nH]c1=O	8	-11	-2	8	-5	i	11	2	1
CCS(=O)(=O)Nc1cc(C(=O)OC)ccc1C(=O)OC	13	4	10	-4	-8	i	22	-1	-1
COc1ccc(CCNC(=O)COC(=O)c2ccc(C)s2)cc1OC	-6	-2	2	-5	12	i	4	-1	0

As a working copy, three of the compounds above:
SMILES	SKN-1 block	MT1-MMP act inh	CendR NRP1 mod	FAS-TE inh	E coli Lon inh	Neddylation inh	MLLE-PAM2 inh	bovine MsrA act	Rin1 Abl inh
Cc1c(NS(=O)(=O)c2cc(C(=O)N(C)Cc3ccccc3)ccc2Cl)c(=O)n(-c2ccccc2)n1C	5	0	-16	1	-1	i	20	-5	5
CC(=O)c1ccc(CCCCc2ccc(C(C)=O)cc2)cc1	8	3	15	14	-15	i	9	-2	1
C/C(CC(=O)NCc1ccc(Cl)cc1)=N\NC(=O)COc1ccc(C)cc1Br	1	-7	2	18	-1	i	12	-11	1

The list continues:
SMILES	SKN-1 block	MT1-MMP act inh	CendR NRP1 mod	FAS-TE inh	E coli Lon inh	Neddylation inh	MLLE-PAM2 inh	bovine MsrA act	Rin1 Abl inh
CC(=O)Nc1ccc(C(=O)Nc2cccc(-c3cnc4ccccc4n3)c2)cc1	-6	3	-61	2	1	i	-26	-2	-2
CCCCc1cc(C)c(S(=O)(=O)c2ccccc2C)c(=O)[nH]1	0	1	-8	1	7	i	7	-3	-3
CS(=O)(=O)Nc1nnc(Cc2ccccc2)s1	-2	-5	-12	-2	-2	i	9	-2	-3
CCCOc1ccc(CC(=O)NCc2ccco2)cc1OC	-10	8	-12	-2	-1	i	12	-3	-1
COc1ccc(S(=O)(=O)Nc2cc(C)c(O)c(S(=O)(=O)c3ccccc3)c2)cc1	2	6	7	-7	14	i	-2	9.3*	-1
COC(=O)CCCCCNc1ccc(C(=O)OC)cc1N	6	2	-14	-3	-8	i	-5	-5	0
CN(C)C1C(=O)c2ccccc2C1=O	2	-1	7	-9	-7	i	15	-3	0
C=CCn1c(SCc2csc(C)n2)nc2sc3c(c2c1=O)CCCCC3	5	-2	9	21	0	i	15	0	-3
Cc1cc(C)c2c(=O)[nH]c(SCC(=O)Nc3cccc(S(=O)(=O)N(C)C)c3)nc2n1	-14	3	2	-2	-9	i	9	-1	1
COc1ccccc1-c1cnc(C(O)c2ccc(CN3CCCC3)cc2)[nH]1 (configuration not stated)	4	4	4	-11	-5	i	-4	1	0
Cc1cc(NC(=O)CSc2nc3c(c(=O)n2C)SCC3)no1	-5	5	5	-7	-16	i	18	-5	-5
Cn1c(=O)[nH]c(=O)c2c1nc(NCc1ccccc1)n2CCCc1ccccc1	23	0	-2	-2	5	i	8	-3	-1
Cc1ccc(CN2C(=O)N/C(=C/c3ccc(-c4ccc(C(=O)O)cc4)o3)C2=O)cc1	-2	-1	-66	-9	-6	nt	-15	-3	-4
Cc1cccc(Nc2nc(N)nc(N)c2N=O)c1	13	-18	13	-3	-7	i	6	-6	-12
CN1CCN(CCCn2cnc3c(=O)oc4ccccc4c32)CC1	19	-4	10	-7	-4	i	-9	-1	3
Cn1c(SCC(=O)NCCc2ccccc2)nnc1-c1ccco1	19	2	7	-6	3	i	1	-2	1
O=C(Nc1ccc(/C=C/c2nc3ccccc3o2)cc1)c1ccc(F)cc1	0	8	8	19	-5	nt	-4	-1	-1
NC(=S)Nc1ccc(Oc2ccc(NC(N)=S)cc2)cc1	-1	2	-6	-11	-1	i	29	-5	4
CCOC(=O)c1c(-c2ccc(OC)cc2)csc1NC(=O)CCN1CCOCC1	-6	-1	-1	13	5	i	-5	-1	-1
O=c1ccc(-c2ccc(S(=O)(=O)NCC3CCN(Cc4cccc(F)c4)CC3)s2)n[nH]1	-4	2	-5	1	-8	i	-1	-8	0
CC(=O)CCn1c(=O)n(CCC(C)=O)c(=O)n(CCC(C)=O)c1=O	14	-3	-6	-5	4	i	-23	-1	3
CCCCOc1ccc(CSC(CC(=O)O)C(=O)O)cc1 (configuration not stated)	-22	-1	14	-12	1	i	5	0	1
O=C(CSc1nnc2scc(-c3ccc(Cl)cc3)n12)NCc1ccc2c(c1)OCO2	6	5	3	10	-2	i	4	-1	-1
S=C(Nc1ccc(Cl)cc1)N1CCCC1	-1	5	-8	-7	-7	i	-134	-4	-2
O=C(COc1ncnc2sccc12)Nc1cccc(S(=O)(=O)N2CCCC2)c1	-3	1	-26	-6	-4	i	-16	-3	-1
COc1ccccc1-c1cnc(C(O)c2ccc(Cl)c(Cl)c2)[nH]1 (configuration not stated)	10	5	5	20	4	i	-5	-1	1
C=CCSc1nc(-c2ccccc2)c(C#N)c(=O)[nH]1	6	14	7	-10	-3	i	3	-1	-1
Nc1cc2c(cc1C(=O)c1ccc(Cl)cc1)OCCO2	-1	10	-16	15	-6	i	13	-5	-1
Nc1ccccc1NC(=O)c1ccccc1N	-11	4	4	-7	-1	i	-7	-3	0

Ordered by number of heavy atoms (lowest first): some entries from above
SMILES	SKN-1 block	MT1-MMP act inh	CendR NRP1 mod	FAS-TE inh	E coli Lon inh	Neddylation inh	MLLE-PAM2 inh	bovine MsrA act	Rin1 Abl inh
S=C(Nc1ccc(Cl)cc1)N1CCCC1	-1	5	-8	-7	-7	i	-134	-4	-2
Nc1ccccc1NC(=O)c1ccccc1N	-11	4	4	-7	-1	i	-7	-3	0
Cc1cccc(Nc2nc(N)nc(N)c2N=O)c1	13	-18	13	-3	-7	i	6	-6	-12
C=CCSc1nc(-c2ccccc2)c(C#N)c(=O)[nH]1	6	14	7	-10	-3	i	3	-1	-1
Nc1cc2c(cc1C(=O)c1ccc(Cl)cc1)OCCO2	-1	10	-16	15	-6	i	13	-5	-1
NC(=S)Nc1ccc(Oc2ccc(NC(N)=S)cc2)cc1	-1	2	-6	-11	-1	i	29	-5	4
Cc1cc(NC(=O)CSc2nc3c(c(=O)n2C)SCC3)no1	-5	5	5	-7	-16	i	18	-5	-5
COc1ccccc1-c1cnc(C(O)c2ccc(Cl)c(Cl)c2)[nH]1 (configuration not stated)	10	5	5	20	4	i	-5	-1	1
Cn1c(SCC(=O)NCCc2ccccc2)nnc1-c1ccco1	19	2	7	-6	3	i	1	-2	1
O=C(Nc1ccc(/C=C/c2nc3ccccc3o2)cc1)c1ccc(F)cc1	0	8	8	19	-5	nt	-4	-1	-1
O=C(COc1ncnc2sccc12)Nc1cccc(S(=O)(=O)N2CCCC2)c1	-3	1	-26	-6	-4	i	-16	-3	-1
CCOC(=O)c1c(-c2ccc(OC)cc2)csc1NC(=O)CCN1CCOCC1	-6	-1	-1	13	5	i	-5	-1	-1
Cc1ccc(CN2C(=O)N/C(=C/c3ccc(-c4ccc(C(=O)O)cc4)o3)C2=O)cc1	-2	-1	-66	-9	-6	nt	-15	-3	-4
O=c1ccc(-c2ccc(S(=O)(=O)NCC3CCN(Cc4cccc(F)c4)CC3)s2)n[nH]1	-4	2	-5	1	-8	i	-1	-8	0

Compound activity deposited in PubChem BioAssay by several laboratories.
